High-throughput results: PubChem BioAssay, National Center for Advancing Translational Sciences (NCATS)
PLK1 PBD inh: qHTS for Inhibitors of PLK1-PDB (polo-like kinase 1 - polo-box domain): Primary Screen | AID 720504, 2013 | Plk1 PBD binding of FITC phosphopeptide, fluorescence polarization | 360,000 compounds, 2.8% hits | Potency, µM, inactives show max response, negative = inhibition, hits mostly inhibitors; note: potency is the fitted concentration of half-maximal effect; series mostly up to about 57 µM; % is set by controls: 0 for no effect and ±100 for the full control effect; nearly all actives have a fitted effect of over 65% in size
EPAC1 antag: qHTS for Antagonist of cAMP-regulated guanine nucleotide exchange factor 3 (EPAC1): primary screen; EPAC1 GEF assay, Rap1b-BODIPY-GDP exchange fluorescence; Potency, µM (series often up to 115 µM), without a hit: at the highest dose activity change, negative = inhibition, most hits filed as inhibitors; 360,000 compounds, 0.14% hits; AID 720709, 2013;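 note: potency is the fitted concentration of half-maximal effect; plate controls were vehicle for no effect and positive control for full effect; nearly all actives have a fitted effect of over 50% in size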
EPAC1 ag: qHTS for Agonist of cAMP-regulated guanine nucleotide exchange factor 3 (EPAC1): primary screen. EPAC1 agonist qHTS, biochemical assay; response scale: 100% = response to 6.5 mM cAMP. Potency, µM (doses to about 154 µM), without a hit: at the highest dose activation, most hits filed as activators. 360,000 compounds, 0.073% hits. AID 720707, 2013; note: potency is the fitted concentration of half-maximal effect; nearly all actives have a fitted effect of over 60% in size
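Nucleotide exchange by EPAC1 (100 nM) on Rap1B–BODIPY-GDP (250 nM) in the presence of 50 uM GDP is tracked fluorescently at 480/540 nm over 30 min. Signals are normalized to a 6.5 mM cAMP control.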
EPAC2 antag: qHTS for Antagonist of cAMP-regulated guanine nucleotide exchange factor 2 (EPAC2): primary screen; Rap guanine nucleotide exchange factor 4 (Homo sapiens), Q8WZA2; EPAC2 GEF exchange of Rap1B-BODIPY-GDP, fluorescence; Potency, µM (top dose mostly 114 µM), inactives show at the top dose activity, negative = inhibition, most hits filed as inhibitors; 360,000 compounds, 0.18% hits; AID 720708, 2013; note: potency is the fitted concentration of half-maximal effect; % is set by controls: 0 for no effect and ±100 for the full control effect; nearly all actives have a fitted effect of over 45% in size; many of its hits are not listed in these tables
Target sequence (Q8WZA2 whole entry, looked up): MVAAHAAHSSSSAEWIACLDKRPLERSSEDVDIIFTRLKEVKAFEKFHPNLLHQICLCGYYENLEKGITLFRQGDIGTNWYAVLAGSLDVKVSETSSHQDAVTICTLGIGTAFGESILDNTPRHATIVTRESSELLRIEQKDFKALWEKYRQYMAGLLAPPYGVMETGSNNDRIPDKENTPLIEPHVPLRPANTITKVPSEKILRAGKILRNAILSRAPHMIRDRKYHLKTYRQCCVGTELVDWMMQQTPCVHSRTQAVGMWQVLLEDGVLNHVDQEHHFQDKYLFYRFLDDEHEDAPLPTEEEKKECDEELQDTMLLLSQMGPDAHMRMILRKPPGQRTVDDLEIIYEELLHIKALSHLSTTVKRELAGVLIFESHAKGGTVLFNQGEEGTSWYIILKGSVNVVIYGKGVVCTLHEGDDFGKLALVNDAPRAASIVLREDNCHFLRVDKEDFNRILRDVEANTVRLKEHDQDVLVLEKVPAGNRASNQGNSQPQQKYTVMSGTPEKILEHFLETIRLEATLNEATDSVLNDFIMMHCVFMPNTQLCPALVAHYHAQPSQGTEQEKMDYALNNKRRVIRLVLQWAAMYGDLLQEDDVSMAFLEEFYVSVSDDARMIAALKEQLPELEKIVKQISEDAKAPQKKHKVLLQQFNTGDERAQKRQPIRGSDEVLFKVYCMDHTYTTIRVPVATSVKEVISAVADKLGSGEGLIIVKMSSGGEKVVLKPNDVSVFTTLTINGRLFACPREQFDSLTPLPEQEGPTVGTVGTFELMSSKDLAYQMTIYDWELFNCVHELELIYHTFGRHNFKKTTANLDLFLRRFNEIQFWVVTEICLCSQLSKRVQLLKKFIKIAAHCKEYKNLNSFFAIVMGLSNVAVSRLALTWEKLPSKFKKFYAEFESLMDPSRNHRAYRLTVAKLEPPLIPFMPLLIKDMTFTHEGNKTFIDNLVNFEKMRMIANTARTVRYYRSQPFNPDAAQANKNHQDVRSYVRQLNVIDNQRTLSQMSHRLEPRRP
WRN inhibitor: qHTS for Inhibitors of WRN Helicase | Bifunctional 3'-5' exonuclease/ATP-dependent helicase WRN (Homo sapiens), Q14191 | WRN helicase unwinding, fluorescent forked duplex, kinetic | Potency, µM (doses to about 114 µM), without a hit: at the top dose activity change, negative = inhibition, usual class: inhibitors | 360,000 compounds, 0.46% hits | AID 651768, 2012; note: potency is the fitted concentration of half-maximal effect; % is set by controls: 0 for no effect and ±100 for the full control effect; nearly all actives have a fitted effect of over 55% in size
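Kinetic red-fluorescence monitoring (525/598 nm) tracks WRN helicase activity after 100 nM fluorophore-quencher forked duplex and 2 mM ATP are added to 20 nM enzyme pretreated 15 min at room temperature with compound.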
PI5P4K alpha inh: qHTS for Inhibitors of phosphatidylinositol 5-phosphate 4-kinase (PI5P4K) | Phosphatidylinositol 5-phosphate 4-kinase type-2 alpha (Homo sapiens), P48426 | PI5P4Kalpha enzyme, ADP-Glo luminescence, 60 min; active compounds read low | max response, % | 330,000 compounds, 1.2% hits; active = max response of -50% or lower; inconclusive = between -30% and -50%; inactive = -30% or higher; note: value at the top dose of about 77 µM; % is set by controls: 0 for no effect and ±100 for the full control effect
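Quantitative HTS of the MLSMR library against PI5P4Kalpha with substrate. ATP added last at 5 microM final; room temperature, 60 minutes. Remaining ATP depleted, ADP converted and read as luminescence.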
CCT modulator: High-Throughput Screening for Modulators of Cytosolic Chaperonin Activity | activity change, % (test concentration not listed), hits read low | 360,000 compounds, 0.3% hits | purified chaperonin ATPase assay, HTRF ADP detection, 30 min; in the data active = activity change below about -30%; note: % is set by controls: 0 for no effect and ±100 for the full control effect
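TRiC at 40 or 20 nM final (batch-dependent) in 30 mM Tris pH 7.4, 100 mM KCl, 5 mM MgCl2, 1 mM DTT, with compound at single 76 uM and 10 uM ATP, 30 min at 37 deg C. ADP detected by HTRF Transcreener, 665/615 ratio.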
MmCpn inh: Inhibitors of TCP-1 ring complex (TRiC) of Methanococcus maripaludis (MmCpn): qHTS. purified Mm-Cpn ATPase, ADP Transcreener TR-FRET. Potency, µM (titrated, usually from 76.9 µM), without a hit: at the highest dose activity, negative = inhibition, hits mostly inhibitors. Chaperonin Mm-Cpn (Methanococcus maripaludis). AID 504842, 2011. 330,000 compounds, 0.031% hits; note: potency is the fitted concentration of half-maximal effect; % is set by controls: 0 for no effect and ±100 for the full control effect; nearly all actives have a fitted effect of over 80% in size
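Measured: ADP formation by purified Mm-CPN. Conditions: 25 nM protein, 10 uM ATP, Tris pH 7.4 with Mg2+, K+ and DTT, 37°C for 30 min. Detection: Transcreener HTRF after 30 min at room temperature.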
* = called active by the depositor; ? = inconclusive; . = not tested or not shown; [ ] = dose if it differs, or a comment. Unless noted, calls come from the whole dose curve; as a rule, active = well fitted curve in the direction sought with a large enough effect; inconclusive = small, poorly fitted or top-dose-only effect, or another doubt; inactive = no such curve, though single readings can be large; an effect the other way counts as inactive or inconclusive.

The line under a structure holds: PLK1 PBD inh	EPAC1 antag	EPAC1 ag	EPAC2 antag	WRN inhibitor	PI5P4K alpha inh	CCT modulator	MmCpn inh
> CCOc1ccc(NC(=O)CSc2nnc(-c3ccccn3)n2N)cc1
  -10%	5%	-3%	0%	-4%	0	0.5	0%
> O=C(NCCN1CCN(Cc2ccccc2)CC1)Nc1cc(Cl)cc(Cl)c1
  -1%	3%	5%	-12%	-11%	11	-0.1	-2%
> CCCOc1ccc(F)cc1-c1cc(C(=O)Nc2ccc(OC)c(OC)c2)[nH]n1
  -17%	-13%	6%	0%	4%	-1	-0.7	.
> COc1ccc(C(NCC(=O)NC(C)c2ccc(Cl)cc2)c2ccccc2)cc1 (stereo not drawn)
  1%	-3%	4%	?	-10%	15	-0.6	0%
> O=C1CC(c2ccccc2)CC(=NCCO)/C1=C(\O)CCCN1C(=O)c2ccccc2C1=O (stereo not drawn)
  -4%	-2%	12%	-9%	-36%	-7	-3.2	0%
> CC(=NCCc1ccccc1)C1=C(O)CSC1=O
  12µM*	-17%	-2%	9%	-3%	-19	0.5	2%
> CC(C)(C)c1ccc(OCCC(=O)OCC(=O)NC2CC2)cc1
  1%	-10%	0%	0%	-3%	2	-2.5	-1%
> CCCCNC(=O)c1onc(CSc2ccccc2C)c1C(=O)O
  -3%	-8%	-28%	8%	1%	-25	-0.7	0%
> O=C(NCCOCC(F)(F)C(F)F)c1cc(F)c(F)cc1Cl
  1%	7%	0%	8%	13%	.	3.3	1%
> COc1ccc(Oc2nc(OC)cc(OC)n2)cc1
  -4%	-12%	4%	-29%	-16%[57.1 µM]	-7	-3.3	1%
> O=c1ccc2ccc(Oc3ccc([N+](=O)[O-])cc3Cl)cc2o1
  4%	-4%	4%	-4%	-4%	0	0.6	-1%
> O=C(OC[C@@H]1CCCN2CCCC[C@H]12)c1cc2ccccc2oc1=O
  -14%	19%	7%	-1%	5%	-7	-2.5	1%
> Cc1ccc(-c2ccc(=O)n(CC(=O)NCCCN3CCCCC3C)n2)cc1 (stereo not drawn)
  -6%	3%	9%	1%	-1%	.	-2.8	2%
> CCOc1ccc(/C=N/NC(=O)C(=O)N2CCCCCC2)c2ccccc12
  1%	-3%	9%	-19%	-10%	13	0.0	-1%
> CC(C)C[C@H](NC(=O)OC(C)(C)C)C(=O)N/N=C/c1ccc2nccnc2c1
  -3%	-2%	0%	-3%	-7%	.	-3.2	-1%
> CCC(C)(C)n1nnnc1C(c1cccnc1)N1CCCC(C)C1 (stereo not drawn)
  -3%	-6%	-18%	-6%	-7%	-7	0.4	?
> COc1ccccc1CN1CC(C(=O)NCc2cnn(C)c2)CCC1=O (stereo not drawn)
  4%	5%	10%	6%	-4%	2	-2.0	1%
> O=C(N/N=C/c1ccc(OC(F)F)cc1)c1cc[n+]([O-])cc1
  -1%	-21%	1%	4%	-6%	8	-0.9	1%
> COc1ccccc1Oc1ccc2c(c1)C(=O)N(c1ccccc1)C2=O
  -6%	13%	3%	8%	-5%	5	-0.5	-6%
> Brc1ccc(C2C3=C(Nc4ncnn42)c2ccccc2OC3c2ccncc2)cc1 (stereo not drawn)
  -2%	-19%	18%	-11%	-8%	.	-3.0	2%
> Cc1ccc(Cc2c(-c3ccc(C)cc3)nc3cc(C)ccn23)cc1
  -1%	3%	-3%	-18%	-10%	-1	0.3	.
> CCOc1ccc(NC(=O)CN(C)C(=O)c2csc3c2CCCC3)cc1OCC
  -6%	3%	11%	3%	-14%	4	-2.4	1%
> CN(CC(=O)NCCCc1ccccc1)Cc1ccc(Br)cc1
  5%	-1%	-7%	-11%	0%	8	2.4	1%
> N#C/C(=C/c1ccc(OCc2ccccc2)cc1)C(=O)NC1CCCCC1
  -25%	-23%	8%	-1%	4%	-1	-1.4	-1%
> O=C(COC(=O)c1ccc[n+]([O-])c1)Nc1ccc([N+](=O)[O-])cc1Cl
  -2%	7%	0%	-4%	-2%	-21	-1.2	3%
> CCOC(=O)C1=CCN(S(=O)(=O)c2ccccc2Cl)C1c1cccc(Br)c1 (stereo not drawn)
  -2%	-5%	8%	-25%	-12%	6	0.5	.
> C/C(=N\NC(=O)C(O)c1ccccc1)c1ccc(C)s1 (stereo not drawn)
  9%	-5%	-1%	8%	-6%	3	0.2	.
> Cc1ccc2nc(SCC(=O)Nc3nonc3N)[nH]c2c1
  -6%	-4%	8%	8%	5%	0	1.6	-1%
> COCC(=O)N1CCC(Oc2ccc(C(=O)NCc3cc(C(C)C)no3)cc2)CC1
  ?	-10%	-14%	1%	-11%	-4	-1.4	0%
> O=C(O)CSc1nnc(COc2ccc([N+](=O)[O-])cc2)n1-c1ccccc1
  -7%	?	8%	7%	0%	3	-2.3	-2%
> CC(=O)Nc1nc(SCC(=O)NCc2ccc(F)cc2)[nH]c(=O)c1NC(=O)c1cccs1
  -9%	-10%	7%	5%[57.1 µM]	1%	3	1.4	2%
> O=C(c1cccc(Cl)c1)N1CCN(Cc2ccncc2)CC1
  -7%	-2%	7%	3%	-32%	-9	-2.2	-3%
> Nc1c(N(CCO)C(=O)/C=C/c2ccco2)c(=O)[nH]c(=O)n1Cc1ccccc1
  -14%	-7%	-5%	2%	1%	5	-1.9	-4%
> COc1cc(CN2CCC(C(=O)NC(c3ccc(F)cc3)c3ccc4ccccc4n3)CC2)cc(OC)c1 (stereo not drawn)
  2%	-1%	-10%	8%	5%	-22	1.1	.
> O=C(N/N=C/c1ccc([N+](=O)[O-])o1)c1cc2c(ccc3ccccc32)o1
  15µM*	-1%	13%	-17%	-23%[11.6 µM]	-24	-0.6	1%
> CNC(=O)c1[nH]cnc1C(=O)N[C@@H](C)C(=O)OC(C)(C)C
  -10%	0%	8%	19%	-1%	-1	-2.7	.
> CCOc1ccccc1NC(=O)c1nnn(-c2ccc3c(c2)OCCO3)c1N
  0%	-4%	-5%	4%	-16%	1	0.6	0%
> COc1cc(OC)c(C(=O)OCCCOC(=O)c2cc(OC)c(OC)cc2OC)cc1OC
  4%	-2%	5%	-2%	-27%	-5	-2.8	0%
> CC1Cc2ccccc2N1C(=O)c1cc2sccc2n1Cc1ccccc1 (stereo not drawn)
  -24%	-15%	0%	-4%	-10%	2	-0.6	-26%
> CCN(CC)S(=O)(=O)c1cc(C(=O)Nc2cccnc2)ccc1Cl
  -3%	11%	-9%	22%	-16%	.	-0.1	1%
> Cc1ccc(Nc2nnc(SC3CCOC3=O)s2)c(C)c1 (stereo not drawn)
  -3%	-3%	7%	-9%	-8%	0	1.4	2%
> O=C(Nc1cccc([N+](=O)[O-])c1)c1ccc2ccccc2c1O
  -25%	22%	2%	12%	4%	0	0.8	-2%
> Cc1ccc(-c2nnn(CCC(=O)Nc3ccc4c(c3)OCO4)n2)cc1
  -2%	12%	-10%	12%	-7%[57.1 µM]	.	-0.8	1%
> CCOC(=O)NC1(C(F)(F)F)C(=O)NC(C)=C1C(=O)OC (stereo not drawn)
  ?	10%	5%	5%	-4%	.	-0.9	-1%
> Cc1cccc(NC(=O)c2c(O)c3ccccc3n(C)c2=O)c1
  1%	-24%	9%	4%	-7%	8	-1.5	-4%
> CC(=O)Nc1cccc(/C(C)=N/NC(=O)c2cccs2)c1
  2%	9%	5%	5%	1%	0	-2.5	1%
> CC[C@]1(C(=O)OC)[C@H]2C(=O)N(C)C(=O)[C@H]2[C@H]2CN=C(SCc3ccc(Cl)cc3)N21
  -14%	1%	-3%	-14%	-4%	-5	-3.3	-2%
> COc1ccc(-n2cc(-c3ccc(Br)cc3)[nH]c2=S)cc1
  -5%	8%	3%	6%	2%	-8	-0.4	0%
> O=C(NCC1CCCO1)c1cc(C(=O)c2ccc(Cl)cc2Cl)c[nH]1 (stereo not drawn)
  0%	-21%	-7%	-6%	2%	-11	-1.2	-2%
> Cc1ccc(Oc2ncccc2NC(=O)CC2(CC(=O)O)CCCC2)c2c1CCC2
  -10%	-23%	-2%	-3%	-6%	5	0.4	1%
> CO/N=C(\Cn1ncc(N2CCCC2)c(Cl)c1=O)c1ccc(Cl)cc1
  -1%	10%	6%	0%	4%	1	-3.7	-1%
> N#C/C(=C/c1ccc(N2CCCCCC2)o1)c1cccc(F)c1
  -10%	-2%	13%	-1%	-14%	.	-3.4	0%
> O=C(CN1CCCCCC1)Nc1ccccc1Cl
  -11%	-14%	-4%	-4%	-7%	8	0.1	0%
> C[C@H](NC(=O)c1ccccc1F)C(=O)N1CCC2(CC1)NCCc1[nH]cnc12
  ?	-1%	6%	7%	1%	-1	-1.2	-8%
> COCCCNC(=O)C(=O)NCCCOC(C)C
  -11%	-8%	7%	-5%	-4%	1	-5.6	2%
> O=C1C2=C(SCCS2)C(=O)N1CCCO
  -12%	-6%	9%	13%	1%	11	-0.4	-4%
> CCOC(=O)c1cn2nc(N3CCCC3)ccc2n1
  -11%	-24%	-5%	3%	-30%	-3	0.2	0%
> Cc1cc(F)ccc1S(=O)(=O)N1CCCOC1CNC(=O)C(=O)NCCc1ccco1 (stereo not drawn)
  -5%	9%	6%	0%	-6%	1	-0.9	.
> C=CCON1C(=O)C(=O)N(OCC=C)[C@H]2CCCC[C@H]21
  -3%	-4%	16%	-7%	-7%	-1	0.8	0%

A draw from above in order of length of the SMILES, smallest number first:
The line under a structure holds: PLK1 PBD inh	EPAC1 antag	EPAC1 ag	EPAC2 antag	WRN inhibitor	PI5P4K alpha inh	CCT modulator	MmCpn inh
> CO/N=C(\Cn1ncc(N2CCCC2)c(Cl)c1=O)c1ccc(Cl)cc1
  -1%	10%	6%	0%	4%	1	-3.7	-1%
> Cc1ccc(Oc2ncccc2NC(=O)CC2(CC(=O)O)CCCC2)c2c1CCC2
  -10%	-23%	-2%	-3%	-6%	5	0.4	1%
> COc1cc(CN2CCC(C(=O)NC(c3ccc(F)cc3)c3ccc4ccccc4n3)CC2)cc(OC)c1 (stereo not drawn)
  2%	-1%	-10%	8%	5%	-22	1.1	.

The list is partial; count on the stated rates, not on these rows.
